# Assay outcomes (PubChem)
# Tat export inh – E. coli Tat export inhibitors, primary screen, MC4100, TorA-mCherry reporter, fluorescence, single point; inhibition, % at 10 µM; 0.036% of 340,000 active; AID 488895, 2010;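 active = mean replicate inhibition at least 50% and at least half of replicates individually reaching 50%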;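 also: exported cargo escapes ClpAP degradation while cytoplasmic cargo is degraded and loses fluorescence; 0% = median of neutral control wells and 100% = median of NaSCN control wells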
# phage Ecoli inh – growth loss of phage-infected E. coli, primary screen, RecBCD inhibitor project, absorbance, with phage, HTS | inhibition, % at 11.9 µM | 0.26% of 360,000 active | AID 651602, 2012; in the data active = inhibition above about 11%
# AddAB inh – growth inhibition of E. coli expressing H. pylori AddAB, primary screen, AddAB inhibitor project, absorbance; 0.29% of 330,000 active; AID 435030, 2010; inhibition, % at 11.9 µM; in the data active = inhibition above about 12%;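 also: 0% = vehicle wells of infected cells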
# SR-BI uptake up – activators of SR-BI mediated DiI-HDL uptake, primary screen, ldlA[mSR-BI] CHO cells, DiI fluorescence; 3 h; 100 = double the neutral-control signal; activation, % at 12.5 µM; 0.096% of 320,000 active; AID 504775, 2011;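 active = mean replicate activation of at least 60% and every replicate at or above 60%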;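 also: 0% = median plate neutral-control signal and 100% = twice that signal; values of inactives mirror those of a sister screen read the other way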
#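 Assay system: CHO ldlA[mSR-BI] cells, LDL receptor-null, SR-BI overexpressing; medium: Ham's F12 with 0.5% BSA, HEPES 25 mM, pH 7.4; also added: DiI-HDL 10 µg/mL; timing: 3 h uptake period with compound, 37 °C; signal: DiI fluorescence, bottom read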
# Ecoli viability – E. coli V3065 growth inhibition, primary screen, counter-screen for AddAB inhibitor project, absorbance, OD600; 18 h; inhibition, % at 11.9 µM; 0.27% of 330,000 active;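 active = inhibition above the campaign's mean inhibition across all tested compounds plus 3 SD, cut at about 9.9% in these data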;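 also: uninfected addAB+ strain grown without phage in ampicillin broth; 0% = DMSO wells and 100% = ciprofloxacin 0.95 µg/ml wells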
# MITF act – activators of MITF-driven TRPM1 promoter reporter, primary screen, cell-based, SK-MEL-5, luciferase, single point. SK-MEL-5 TRPM1-promoter luciferase, 24 h; % of positive control, neutral wells = 0. activation, % at 12.5 µM. 0.75% of 300,000 active. AID 588334, 2011;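 active = mean activation of at least 80% with every replicate also reaching 80%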;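 also: 0% = neutral control wells and 100% = parthenolide positive control wells; values of inactives mirror those of a sister screen read the other way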
# SR-BI DiI inh – inhibitors of SR-BI mediated HDL lipid uptake, primary screen, ldlA[mSR-BI] cells, fluorescence, single point | inhibition, % at 12.5 µM | 0.96% of 320,000 active | Scavenger receptor class B member 1 (Mus musculus), Q61009 | ldlA[mSR-BI] CHO cells, DiI-HDL uptake fluorescence, 3 h | AID 488896, 2010;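 active = mean replicate inhibition of at least 70% and a set share of replicates each scoring 70 or more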;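 also: 0% = median of neutral control wells and 100% = median of positive control wells; values of inactives mirror those of a sister screen read the other way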
# Target sequence (Q61009 whole entry, looked up): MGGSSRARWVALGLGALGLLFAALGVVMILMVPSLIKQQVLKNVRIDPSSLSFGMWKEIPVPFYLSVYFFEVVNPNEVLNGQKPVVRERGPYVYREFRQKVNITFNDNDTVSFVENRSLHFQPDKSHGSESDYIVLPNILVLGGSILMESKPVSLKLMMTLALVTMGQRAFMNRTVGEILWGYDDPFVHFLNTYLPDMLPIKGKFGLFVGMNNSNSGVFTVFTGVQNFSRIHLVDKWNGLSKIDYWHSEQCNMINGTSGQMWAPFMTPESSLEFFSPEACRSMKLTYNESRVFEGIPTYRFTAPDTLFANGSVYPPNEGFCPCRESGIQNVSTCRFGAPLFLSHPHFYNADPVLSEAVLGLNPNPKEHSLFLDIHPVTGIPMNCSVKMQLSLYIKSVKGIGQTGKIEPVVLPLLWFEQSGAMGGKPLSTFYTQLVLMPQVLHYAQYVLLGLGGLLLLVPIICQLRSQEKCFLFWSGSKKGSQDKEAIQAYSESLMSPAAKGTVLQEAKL
# Wnt act – Wnt/beta-catenin pathway activators, primary screen, cell-based, plate reader, single point; AID 743398, 2014; Wnt/beta-catenin reporter cell assay, activator; activation, % at 9.35 µM; 1.2% of 300,000 active; in the data active = activation above about 30%, passing the limit was not always enough;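 also: 0% = neutral control wells and 100% = positive control wells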
# CAL PDZ FP-1 – CAL PDZ peptide-binding inhibitors, primary screen, biochemical, fluorescence polarization, Cer-tagged CAL PDZ, HTS; Golgi-associated PDZ and coiled-coil motif-containing protein (Homo sapiens), Q9HD26; purified CAL PDZ, TMR-peptide fluorescence polarization, 1 h; inhibition, % at 20 µM; 0.02% of 330,000 active; AID 504414, 2011;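 active = highest replicate inhibition of at least 40%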;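 also: plate controls were DMSO neutral control wells for no effect and unlabeled competitor peptide control wells for full effect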
#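 Control set: unlabelled peptide and DMSO controls / Material: purified CerCALP PDZ construct / Timing: 1 h incubation at room temperature before polarization reading / Doses: 20 µM, one dose / Detection: fluorescence polarization (mP)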
# CAL PDZ FP-2 – untagged CAL PDZ binding inhibitors, primary screen, biochemical, fluorescence polarization, HTS | Golgi-associated PDZ and coiled-coil motif-containing protein (Homo sapiens), Q9HD26 | purified CAL PDZ, TMR-peptide fluorescence polarization, 1 h | inhibition, % at 24.9 µM | 0.92% of 300,000 active | AID 602252, 2012;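 active = mean inhibition of at least 30% with at least half of replicates also reaching 30%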;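 also: 0% = DMSO neutral control and 100% = excess unlabeled competitor peptide PRC23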
# * marks the source's active call; other numbers are inactive results; . = not tested or not shown.
nr	molecule	Tat export inh	phage Ecoli inh	AddAB inh	SR-BI uptake up	Ecoli viability	MITF act	SR-BI DiI inh	Wnt act	CAL PDZ FP-1	CAL PDZ FP-2
1	COc1ccc(S(=O)(=O)N2CCCCC2)cc1NC(=O)c1ccc(N2CCCC2=O)cc1	2	1.9	2.9	.	1.2	-2	29	-3	-1.8	-2
2	COc1cc(NC(=O)c2cccc([N+](=O)[O-])c2C)ccc1NC(=O)c1ccco1	-2	3.4	0.8	-44	-2.2	60	44	11	0.0	-1
3	O=C(N/N=C/c1ccc(-c2ccc([N+](=O)[O-])cc2)o1)C(O)c1ccccc1 (centres undefined)	3	2.9	1.4	-28	0.1	18	28	1	-1.3	-2
4	CCc1nc2ccc(C(=O)N3CCN(c4ccc([N+](=O)[O-])cc4)CC3)cc2nc1CC	2	2.4	-0.1	-29	0.1	-13	29	-5	-4.3	-1
5	CC1CC(C)CN(C(=O)C2CCN(S(=O)(=O)c3cccc4cccnc34)CC2)C1 (centres undefined)	1	.	1.0	39	-1.9	-4	-39	.	-0.3	.
6	CCOC(=O)N1CCN(C(=O)COC(=O)CNC(=O)c2ccc(Cl)cc2Cl)CC1	-8	3.5	0.5	26	1.8	10	-26	-5	-1.0	-1
7	COc1ccc(OC(C)C(=O)Nc2ccc(F)cc2F)cc1 (centres undefined)	-2	3.9	0.3	2	2.3	-20	-2	-2	-1.9	-5
8	O=S(=O)(NC(=NCc1ccccc1)c1ccccc1)c1ccccc1	-2	2.6	4.2	4	0.0	-11	-4	-2	-2.6	-8
9	Cc1ccc(-c2ccc(=O)n(Cc3c(F)cccc3Cl)n2)cc1	8	1.9	.	-11	.	3	11	-1	-3.6	-2
10	CC(C)(CNC(=O)CCC1CCCC1)CNC(=O)CCC1CCCC1	-1	0.4	0.3	-11	0.1	-5	11	0	-2.3	1
11	CC(C(=O)c1c[nH]c(C(N)=O)c1)c1ncc(C(F)(F)F)cc1Cl (centres undefined)	-4	5.0	3.1	12	-1.3	-6	-12	-5	-0.5	-5
12	CCOC(=O)N1CCC(n2c(SCC(=O)N3CCCC3)nc3ccccc3c2=O)CC1	2	0.9	0.5	-1	-0.1	-15	1	.	-1.3	.
13	Cn1c2ccccc2c2cc(/C=N/NC(=O)c3ccccc3F)ccc21	-14	4.4	-0.2	-14	3.0	7	14	4	-2.8	-2
14	CC1Cc2cc(S(=O)(=O)NCCc3ccccc3)ccc2N1C(=O)C1CC1 (centres undefined)	1	0.8	1.7	8	1.0	8	-8	1	-2.8	-3
15	O=C(CCN1CCN(c2ccccc2F)CC1)Nc1ccccc1Cl	-1	0.2	-0.2	24	-1.7	-5	-24	0	0.1	-6
16	O=C(Nc1ccc2c(c1)OCO2)N1CCN(C(=O)C2CCCO2)CC1 (centres undefined)	-13	2.0	0.2	3	0.0	.	-3	7	-0.4	-2
17	CC1CC(C)CN(C2CCCCC2NS(=O)(=O)c2ccc(Cl)cc2)C1 (centres undefined)	-9	2.9	-1.9	5	-1.0	0	-5	-2	0.6	.
18	Cc1cccc(C(=O)NC2CC3CCC(C2)N3C)c1 (centres undefined)	4	5.0	.	5	.	9	-5	-1	-2.2	-4
19	COc1cc(CCC(=O)OCC(=O)Nc2c(C)cc(C)cc2C)cc(OC)c1OC	-7	0.9	1.7	3	-0.3	13	-3	.	-0.7	-5
20	CCOc1ccc(C(=O)Nc2ccc(N3CCN(C)CC3)cc2)cc1Br	-9	2.1	1.9	.	0.1	62	.	0	-1.5	8

# Next compounds follow.
nr	molecule	Tat export inh	phage Ecoli inh	AddAB inh	SR-BI uptake up	Ecoli viability	MITF act	SR-BI DiI inh	Wnt act	CAL PDZ FP-1	CAL PDZ FP-2
21	Cc1ccc(C(=O)OCC(=O)NCc2ccc(Cl)cc2Cl)o1	-2	0.8	0.5	13	3.2	2	-13	18	-0.7	-5
22	O=C(CN1C(=O)c2ccccc2S1(=O)=O)Nc1cccc(S(=O)(=O)N2CCCCC2)c1	5	-0.5	-0.2	-23	0.7	.	23	-1	-1.6	4
23	Nn1cc(-c2ccccc2)nc1SCC(=O)Nc1ccc2c(c1)OCO2	3	3.1	1.8	2	0.8	2	-2	-2	0.0	0
24	COC(=O)c1c(NC(=O)/C=C/c2ccc3c(c2)OCO3)sc(C)c1C	-3	0.4	0.5	-26	2.3	17	26	3	-0.1	-5
25	CCCc1cc(=O)[nH]c(SCC(=O)N(C)C2CCCCC2)n1	5	0.8	3.2	-17	3.4	-6	17	-4	0.1	-5
26	CN(C1=NS(=O)(=O)c2ccccc21)c1ccc(OC(=O)c2ccncc2)cc1	6	2.5	0.9	18	-1.5	2	-18	2	-0.9	0
27	COc1ccc(CN(C)CC(=O)Nc2sc3c(c2C#N)CCC3)cc1OC	6	2.8	-0.1	-42	-0.7	2	42	-1	-0.7	.
28	CCOC(=O)CSc1cccc2cccnc12	-2	-0.3	-1.5	-11	-1.9	-54	11	.	-1.7	-1
29	CCOc1ccc(CNC(=O)CCC(=O)n2ncc3ccc(Cl)cc32)cc1	-9	5.1	-2.1	-1	-2.8	.	1	-1	-1.2	.
30	O=C(CNC1CCCCC1)N1CCc2ccccc2C1	7	1.4	3.7	12	1.3	.	-12	-3	0.6	7
31	O=C(Nc1ccccc1C(=O)NCCCN1CCOCC1)c1ccccc1	-15	-0.6	0.0	11	-3.2	-15	-11	0	0.0	-5
32	Cc1ccc2occ(/C=N/NC(=O)c3ccccc3Br)c(=O)c2c1	-3	0.2	0.0	7	1.9	8	-7	1	-2.2	-2
33	COc1ccc(CN(Cc2ccc(C(=O)O)cc2)C(=S)Nc2cc(C)cc(C)c2)cc1OC	-17	2.2	-1.0	7	-0.3	6	-7	1	-1.2	-3
34	COc1ccc(NS(=O)(=O)c2ccc(NC(=O)c3ccc(N(C)S(C)(=O)=O)cc3)cc2)c(OC)c1	-7	-2.6	-0.3	-28	0.6	-15	28	-6	-2.3	-2
35	CCCCCCc1ccc(OC(=O)c2ccncc2)cc1	0	2.6	0.2	13	-1.5	7	-13	3	-0.7	-4
36	Cc1oc2cc3c(C(=O)N4CCCCC4)c(C)oc3cc2c1C(=O)N1CCCCC1	9	2.3	0.5	-1	-0.3	43	1	.	-1.0	-8
37	COc1cc(C(=O)Nc2ccc(C#N)cc2)c([N+](=O)[O-])cc1OC	9	1.7	0.3	-51	-3.1	-11	51	-1	-1.0	-2
38	Cc1cccc(NC(=O)c2c(-c3ccccc3)noc2C)n1	2	1.5	-0.2	-10	1.3	1	10	-4	-1.5	-5
39	O=C(CN1CCN(c2ccccn2)CC1)N1CC(O)CO1 (centres undefined)	1	4.1	4.2	5	1.0	-12	-5	0	-0.3	3
40	O=C(Cc1csc(N2CCOCC2)n1)N/N=C/c1ccccc1C(=O)O	5	2.0	4.3	-3	-2.7	4	3	13	0.2	15

# (continued)
nr	molecule	Tat export inh	phage Ecoli inh	AddAB inh	SR-BI uptake up	Ecoli viability	MITF act	SR-BI DiI inh	Wnt act	CAL PDZ FP-1	CAL PDZ FP-2
41	O=C(Cn1cc(C(F)(F)F)ccc1=O)N1CCN(S(=O)(=O)c2ccc(Cl)cc2)CC1	-2	0.9	0.2	29	1.6	-11	-29	-1	.	3
42	Cc1cccc(C)c1NC(=O)C(=O)NCC1CCCN1S(=O)(=O)c1cccs1 (centres undefined)	7	1.9	3.7	-12	2.6	-1	12	-3	-0.7	.
43	Cc1cc(/C=C2/NC(=O)NC2=O)c(C)n1-c1ccccn1	8	1.7	5.3	14	0.9	16	-14	-3	-0.7	-1
44	COc1ccc(-n2nc([N+](=O)[O-])c(=NCCc3ccc(C)cc3)n2O)cc1	-2	5.6	2.8	18	-1.8	20	-18	0	-0.1	-5
45	CN(Cc1nc(Cc2ccccc2F)no1)[C@@H]1CS(=O)(=O)C[C@H]1O	-6	0.8	1.2	.	0.8	-14	.	2	-1.1	7
46	CN(C)N=Nc1ccc2nc[nH]c2c1	10	-1.3	-0.3	-3	-1.1	2	3	1	0.5	-4
47	CCn1cc(/C=C(\NC(=O)c2ccccc2OC)C(=O)NCCCn2ccnc2)c2ccccc21	3	4.3	0.8	-5	-2.7	-15	5	-2	-1.2	-6
48	CCC(=O)N1CCN(c2ccc(NC(=O)c3ccc4c(c3)OCCO4)cc2)CC1	4	4.7	0.8	-42	-1.8	18	42	4	-0.7	6
49	COc1ccc(NC(=O)Cc2ccccc2)cn1	-11	2.1	-0.4	12	3.2	-10	-12	2	0.0	-9
50	COc1cc(C(=O)N(Cc2ccc(C)o2)C2CCS(=O)(=O)C2)cc(OC)c1OC (centres undefined)	-4	2.7	2.8	8	0.8	11	-8	-1	0.2	.
51	CCC(CC)C1=NN2C(=N)/C(=C\c3cc(C)n(-c4cccc(C)c4)c3C)C(=O)N=C2S1	2	2.4	1.6	0	-0.9	-1	0	-3	-0.5	1
52	O=C1CN(C(=O)CC2C(=O)NCCN2Cc2ccccc2C(F)(F)F)CCN1 (centres undefined)	-9	2.6	-0.6	4	1.4	4	-4	3	20	-5
53	CC(=O)COC(=O)CNC(=O)c1ccc(Br)cc1	23	1.6	0.8	16	-2.2	.	-16	3	-2.5	-1
54	CC(=O)N(c1nc(CCl)cs1)c1c(C)cc(C)cc1C	2	4.4	0.8	2	-0.5	8	-2	2	-2.1	-2
55	COc1cccc(-c2nc(CS(=O)(=O)CC(=O)NCCCN3C(C)CCCC3C)c(C)o2)c1 (centres undefined)	-3	-0.5	1.9	-4	0.9	-5	4	-3	-3.2	0
56	Cc1ccccc1CC1(CO)CCCN(C(=O)Cc2c(F)ccc(F)c2F)C1 (centres undefined)	9	-2.9	.	-22	.	-1	22	0	1.1	.
57	CCc1nc(C#N)c(N2CCCCC2)o1	-2	4.0	0.0	24	-1.9	7	-24	-3	-2.3	-3
58	Cc1ccc(C)c(N2CCN(c3nnnn3-c3ccccc3)CC2)c1	9	1.8	2.7	-5	3.9	4	5	.	-0.4	-8
59	COc1c(Cl)cc(C(=O)NN)cc1Cl	-1	2.4	-1.4	8	0.8	14	-8	2	0.6	3
60	CC(=O)Oc1ccc(N(C(C)=O)S(=O)(=O)c2ccc(C)cc2)c2ccccc12	-8	-0.2	1.3	-15	-4.5	-25	15	9	-1.1	-4
61	CCSc1nnc(Cc2cc(=O)[nH]c(=O)[nH]2)n1-c1cc(C)ccc1C	2	-1.2	-0.2	-4	-1.0	.	4	-5	-3.6	1
62	Nc1ccc(N2CCCC2)c(S(=O)(=O)Nc2cccc(C(F)(F)F)c2)c1	7	1.0	0.4	-15	-2.1	5	15	-6	0.0	.

# Hits appear at their usual frequency. About 3.6% of those tested had a hit in this group.
